MT stabilize HCS: stabilizes microtubules in HeLa cells; HeLa tubulin immunostaining HCS, 24 h; share of cells brighter than vehicle mean+2SD; % tubulin-high responders, % at 10 µM; actives 0.83% (n = 200,000);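 active = plate Z-score above 3 for both tubulin-high and condensed-nucleus cell shares, with cell loss under 80%, at 10 µM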;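 also: anti alpha tubulin signal scored within the nucleus-defined area of each cell; some results filed as inactive read as strong as hits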
K1F lysis inhibition: inhibition of K1F phage lysis, E. coli UTI89, bacterial capsule biogenesis inhibitors, alamar blue (AID 488966) | E. coli UTI89 K1F phage lysis, alamar blue, 2 h; higher % means a stronger effect | inhibition, % at 100 µM; hits with a dose series show IC50 in µM | actives 0.02% (n = 340,000);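 active = phage lysis inhibition, versus mean bacterial control, above a set limit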;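 also: capsule biogenesis inhibitors block K1F phage lysis so surviving cells raise fluorescence; higher fluorescence means more inhibition of phage lysis; actives were called in the ten point dose series up to 300 µM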
bCat nuc transl: alters nuclear translocation of beta-catenin in HeLa cells. immunofluorescence imaging. nuclear translocation activity, % at 5 µM. actives 0.3% (n = 190,000);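 active = nuclear translocation activity above 50% at 5 µM, with a well cell count of 50 or more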;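 also: per-cell ratio of nuclear to cytoplasmic median beta-catenin stain intensity; plate controls were DMSO negative control for no effect and GSK-3 inhibitor IX positive control for full effect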
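Signal – beta-catenin immunofluorescence imaging with DAPI · Test system – human HeLa cell line · Dosing – 5 µM primary single dose, 0.1% DMSO, 0.02–20 µM confirmation series · Measure – % activation, nuclear-to-cytoplasmic median beta-catenin signal ratio per cell · Incubation – 24 h compound exposure at 37°C, 5% CO2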
P. falciparum M17LAP: P. falciparum M17LAP inhibitors, primary screen, biochemical, fluorogenic H-Leu-NHMec substrate, 1536-well (AID 1619); recombinant M17LAP, H-Leu-NHMec fluorogenic kinetic assay; higher % means a stronger effect; one-dose inhibition, % at 30 µM; IC50 in µM for titrated hits; actives 0.38% (n = 220,000);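 active = compound inhibiting the enzyme by more than half at any dose during confirmatory dose-response retesting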;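 also: plate controls were full reaction with DMSO carrier for no effect and no enzyme background for full effect; strong numbers were not always called active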
Ins promoter up: MIN6 insulin promoter up-regulation | MIN6 insulin promoter-GFP reporter, high-content imaging; hits give high values | z-score at 5 µM | actives 0.3% (n = 190,000) | AID 1625;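 active = z-score above 3 at 5 µM with at least 500 cells counted in the well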
Autophagy HCS: autophagy modulation, high-content screen; calls only at 10 µM (by protocol); actives 0.98% (n = 190,000); MEF GFP-LC3 puncta imaging; test concentration mostly 10 µM; AID 463193;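 active = percentage of spot-positive cells more than 3 SD above its plate mean, without a fluorescence outlier flag or 80% toxicity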;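 also: spot-positive cell cutoff set from DMSO-treated cells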
M1AAP inhibition: malaria alanyl aminopeptidase activity blockers – biochemical, fluorogenic H-Leu-NHMec substrate, 1536-well (AID 1445) | recombinant M1AAP, H-Leu-NHMec fluorogenic kinetic assay; higher % means a stronger effect | one-dose inhibition, % at 30 µM; IC50 in µM for titrated hits | actives 0.42% (n = 220,000);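 active = primary inhibition above the hit cutoff, then over 50% inhibition at one or more dose response concentrations, cut at about 23% in these data, passing the limit was not always enough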;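 also: plate controls were DMSO full reaction for no effect and no enzyme background for full effect; strong numbers were not always called active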
Dynein transport: blocks dynein driven cargo transport along microtubules. 3617.4 mouse cells, GR-EGFP nuclear translocation imaging; test concentration mostly 20 µM; stimulated with dexamethasone, 1 µM; hits give low values. z-score, hits read low. actives 0.47% (n = 220,000);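 active = plate z-score of nuclear minus cytoplasmic receptor signal below a set negative limit, without overly bright fluorescence or cell loss, cut at about -3.5 in these data, passing the limit was not always enough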;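 also: z-score of nuclear minus cytoplasmic ring GR-EGFP intensity difference per well; some compounds called inactive have numbers as strong as hits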
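medium = tetracycline-free induction medium containing charcoal-stripped FBS | probe or stimulus = dexamethasone, 1.0 µM final | timing = 48 h induction, then 1 h compound, then 30 min agonist, 37 °C | detection = automated 10x imaging of fixed Hoechst-stained cells | read-out basis = nuclear versus cytoplasmic GR-EGFP signal, averaged per well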
ER stress rescue: rescue of cells from ER stress-induced death, primary screen, 384-well, CSM14.1, thapsigargin, ATP luminescence (AID 1222); CSM14.1 thapsigargin-induced death rescue, ATP luminescence; higher % means a stronger effect; one-dose cellular ATP content (survival), % at 20 µM; EC50 in µM for titrated hits; 190,000 tested, under 10 active;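 active = EC50 below 50 µM in the dose-response confirmation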;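 also: death triggered by thapsigargin at about 15 µM added after 2 h compound pretreatment; cell ATP read after overnight thapsigargin exposure of roughly 18 to 22 hours; normalized against plate controls of thapsigargin alone and 5% DMSO vehicle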
Dynein transport cytoplasmic EGFP: second read-out of Dynein transport, no call of its own (marks repeat the call); z-score; measured here: cytoplasmic GR-EGFP intensity; hits give high values
Dynein transport nuclear GR-EGFP: second read-out of Dynein transport, no call of its own (marks repeat the call); z-score; measured here: nuclear GR-EGFP intensity;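 lower value marks the stronger effect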
Dynein transport cell count: also measured in Dynein transport; calls as there; z-score; measured here: cell count per field
Ins promoter up cell count: further read-out of Ins promoter up, marked with its call; cell count; measured here: cytotoxicity, nuclei count;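 total cells summed across four imaged fields per well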
bCat nuc transl cell count 5 µM: second read-out of bCat nuc transl, no call of its own (marks repeat the call); cell count; measured here: cell count, cytotoxicity flag
MT stabilize HCS Hoechst-high %: also measured in MT stabilize HCS; calls as there; % Hoechst-high responders; measured here: nuclear condensation Hoechst responders;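 share of cells brighter than vehicle mean plus two SD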
MT stabilize HCS cytotoxicity %: further read-out of MT stabilize HCS, marked with its call; toxicity, %; measured here: cytotoxicity by cell density;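 0% = mean cell density of plate MIN control wells and 100% = no cells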
Autophagy HCS cell loss 18 h: further read-out of Autophagy HCS, marked with its call; toxicity, %; measured here: cell loss, nuclei count;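 cell loss after 18 h compound exposure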
Numbers without * were called inactive; i = inactive; . = no result given; [ ] = remark or other dose.

SMILES	MT stabilize HCS	MT stabilize HCS Hoechst-high %	MT stabilize HCS cytotoxicity %	K1F lysis inhibition	bCat nuc transl	bCat nuc transl cell count 5 µM	P. falciparum M17LAP	Ins promoter up	Ins promoter up cell count	Autophagy HCS	Autophagy HCS cell loss 18 h	M1AAP inhibition	Dynein transport	Dynein transport cytoplasmic EGFP	Dynein transport nuclear GR-EGFP	Dynein transport cell count	ER stress rescue
COc1ccc(C2CC(c3ccccc3)=NN2C(=O)CN2N=NC3C(=O)N(c4cccc(F)c4)C(=O)C32)cc1 (stereo unspecified)	5.2	2.6	5.4	1.7%	.	.	8.2%	-0.45	1277	i	4.7	-1.6%	-0.268	-0.23	-0.341	-0.0215	-3.2%
Nn1c(Cc2ccccc2F)nnc1SCC(=O)N1CC(=O)Nc2ccccc21	4.3	2.5	8.3	1.0%	-0.7	1249	-4.3%	1.13	1255	i	4.7	1.1%	2.45	-0.0183	0.98	-2.58	-0.2%
COc1ccc(CCNC(=O)c2nc(-c3cccs3)no2)cc1OC	1.4	1.5	4.8	0.2%	-0.2	1098	0.4%	-0.42	1504	i	32.7	0.6%	0.108	-0.277	0.19	0.407	-0.3%
O=C(CCn1c(=O)[nH]c2ccsc2c1=O)N1CC(=O)N(CCc2ccccc2)C(=O)C1	6.3	2.3	7.5	0.6%	-1.3	1330	21.1%	-0.04	1539	i	-3.0	7.3%	1.25	0.00649	1.58	-0.857	-1.0%
Cn1c(/C=C(\C#N)C(N)=S)ccc1-c1ccc(Br)cc1	5.4	2.6	8.7	-0.2%	1.8	788	-7.7%	-0.82	1487	i	-4.0	4.0%	0.333	-0.208	0.709	-0.4	0.1%
COC(=O)N/N=C(\CCC(=O)O)c1cccs1	.	.	.	1.8%[50 µM]	-1.0	1343	6.7%	0.13	1125	.	.	7.3%	0.966	-0.292	0.464	0.0213	.
O=C(O)c1ccccc1C(=O)Nc1ccccn1	3.5	3.0	23.8	0.8%	1.6	987	4.8%	0.87	866	i	0.3	7.6%	0.702	-0.233	0.386	0.522	.
O=[N+]([O-])c1ccccc1N/N=C\c1ccccc1Cl	1.6	1.2	7.3	-0.6%	0.8	1077	11.6%	0.06	1801	i	-1.5	0.7%	.	.	.	.	-2.3%
CCCCCCC(=O)Nc1nc(C)c(-c2csc(Nc3ccc(Cl)cc3)n2)s1	2.8	2.1	9.8	-0.5%	6.4	808	15.2%	-1.03	1222	i	7.0	-1.6%	1.24	-0.238	0.879	0.239	-0.3%
O=C(CSc1nc2ccccc2[nH]1)N1CCN(C(=O)c2ccco2)CC1	3.3	2.1	1.9	1.5%	0.1	959	2.9%	.	.	i	6.7	1.7%	0.22	-0.294	-0.19	-0.358	-2.8%
Cc1cccc(OCC(=O)N/N=C\C=C\c2ccc3c(c2)OCO3)c1C	2.6	1.3	9.8	0.9%	-0.6	1391	8.2%	-0.31	1664	i	10.6	-2.9%	0.644	-0.21	1.06	-0.011	-1.7%
COc1cccc2cc(C(=O)C3=C(O)C(=O)N(CCN(C)C)C3c3ccc(Cl)cc3)oc12 (stereo unspecified)	.	.	.	-0.2%	-0.4	1354	12.0%	-0.28	1091	.	.	10.6%	0.00279	-0.196	-0.0162	-0.401	.
Cc1ccc(NC(=O)Cn2c(=O)n(Cc3ccco3)c(=O)c3ccccc32)c(C)c1	1.3	1.6	18.1	0.1%	.	.	-2.7%	0.49	876	i	-5.4	-0.5%	-0.17	-0.148	-0.241	0.408	-0.6%
COc1ccc(NC(=S)N2CCOCC2)c(OC)c1	2.6	4.5	0.2	-0.6%	.	.	12.3%	-0.1	1272	i	-6.7	-3.3%	-0.646	-0.312	-0.664	0.728	-1.4%
COc1ccccc1C(=O)Nc1ccon1	0.9	1.5	5.2	-0.5%	5.6	1008	-4.5%	.	.	i	-6.8	0.2%	-0.984	-0.311	-0.319	1.12	3.2%
COc1ccc(Cl)c2c1[nH]c1nc(SCc3cccnc3)nnc12	2.4	1.8	9.0	0.2%	2.3	1050	0.1%	0.5	1191	i	3.4	6.8%	0.329	-0.314	-0.359	0.853	-1.8%
CC1=C(C(=O)Nc2ccccn2)C(c2cn(C)nc2C)C2=C(CCCC2=O)N1 (stereo unspecified)	4.4	2.0	19.9	0.3%	-0.7	1462	-24.1%	0.12	1531	i	9.8	9.4%	-1.13	-0.163	0.0968	-4.71	-1.2%
Cc1cccc(NC(=O)CSc2cc(C)c(C#N)c3nc4ccccc4n23)c1	.	.	.	-0.1%	1.2	1294	-13.0%	-0.55	1102	.	.	4.5%	-2.08	0.165	-0.752	-0.221	.
CCOc1ccc(-c2nnn(CC(=O)c3ccc4c(c3)OCCO4)n2)cc1	5.6	5.3	7.9	0.3%	-2.2	884	1.8%	.	.	i	-17.6	-0.5%	-0.543	-0.329	-0.216	0.766	-1.0%
CCn1c(=O)cc(OCC(=O)NCCc2ccc(OC)c(OC)c2)c2ccccc21	1.1	2.2	8.3	-0.1%	-3.7	1021	-0.8%	0.17	1300	i	12.5	1.5%	0.214	-0.285	0.249	-0.17	.
Cc1cccc(OCC(=O)N2CCN(C(=O)Cc3ccccc3)CC2)c1	8.2	1.9	8.1	0.1%	.	.	6.8%	-0.08	1157	i	5.8	-0.5%	0.0662	-0.189	0.264	0.105	.
Nc1cccc(/C=C/c2ccncc2)c1	.	.	.	0.4%	-1.2	1319	-15.5%	0.04	991	.	.	7.7%	2.54	-0.475	1.65	-1.91	.
Cc1ccc(C(=O)C2C(c3ccc(-c4ccccc4[N+](=O)[O-])o3)NC(=O)NC2(O)C(F)(F)F)cc1 (stereo unspecified)	4.2	1.8	9.0	-0.5%	.	.	.	.	.	i	-19.4	.	0.228	-0.206	-0.19	-0.0235	.
CC(C)NC(=O)[C@H](CSCc1ccccc1)N1Cc2ccccc2C1=O	3.2	2.7	5.7	0.2%	2.5	567	5.4%	-0.03	1098	i	14.0	-0.1%	-1.16	-0.127	0.292	-0.0265	-1.5%
CCN(CC)CCC(c1cc(OC)c(OC)c(OC)c1)c1c(OC)cc(OC)c2ccc(=O)oc12 (stereo unspecified)	.	.	.	0.5%	0.2	1154	-3.0%	0.87	948	.	.	2.4%	0.156	-0.8	0.186	-0.124	.
Other entries
SMILES	MT stabilize HCS	MT stabilize HCS Hoechst-high %	MT stabilize HCS cytotoxicity %	K1F lysis inhibition	bCat nuc transl	bCat nuc transl cell count 5 µM	P. falciparum M17LAP	Ins promoter up	Ins promoter up cell count	Autophagy HCS	Autophagy HCS cell loss 18 h	M1AAP inhibition	Dynein transport	Dynein transport cytoplasmic EGFP	Dynein transport nuclear GR-EGFP	Dynein transport cell count	ER stress rescue
O=C(NCC(=O)N(c1cccnc1)C(C(=O)NC1CCCC1)c1cccs1)c1cccs1 (stereo unspecified)	3.3	2.2	5.8	0.1%	-0.1	1520	18.3%	.	.	i	3.6	-3.9%	0.541	-0.187	0.875	-0.614	0.8%
Cc1cc(C)nc(NS(=O)(=O)c2ccc(NC(=O)c3ccc(N4C(=O)CCC4=O)cc3)cc2)n1	3.2	2.7	0.2	3.6%	-0.8	933	14.1%	0.28	1340	i	7.3	-0.2%	0.215	-0.243	-0.0758	-0.316	-2.7%
Cc1c(NC(=O)C(C)OC(=O)CC2Sc3ccccc3NC2=O)c(=O)n(-c2ccccc2)n1C (stereo unspecified)	3.1	1.6	3.9	0.0%	0.6	1222	15.2%	0.85	1113	i	-41.6	-0.6%	0.339	-0.379	0.15	-0.0583	-3.2%
COc1ccc2nc(SCC(=O)NC(C)C)[nH]c2c1	2.2	3.0	25.1	0.0%	-0.5	1094	-5.6%	0.13	1219	i	7.0	5.7%	0.265	-0.218	0.764	-0.777	.
Cc1cccc(NC(=S)N2CCC(N(C)CC3CCCO3)CC2)c1 (stereo unspecified)	1.3	1.0	2.8	0.3%	0.0	1066	11.7%	-0.19	1222	i	3.1	-0.3%	0.0723	-0.157	-0.161	0.252	-0.8%
CCC(=O)Nc1sc(C(=O)Nc2ccccc2)c(C)c1C(=O)OC	1.3	1.2	2.7	0.3%	-0.1	1524	-0.1%	-0.18	1375	i	8.0	9.9%	0.627	-0.309	-0.228	-0.135	-1.2%
CCCC(=O)NC(=S)Nc1cccc(Cl)c1N1CCCCC1	2.4	1.7	4.8	1.3%	0.3	1026	-2.8%	-0.07	1581	i	21.8	2.3%	0.0408	0.206	-0.0385	0.602	0.4%
Cc1cc(C)c(C#N)c(SCS(=O)Cc2ccccc2)n1 (stereo unspecified)	2.9	0.9	4.6	3.8%	-3.8	1416	1.9%	0.7	1428	i	17.3	1.9%	-0.192	-0.155	0.266	0.0313	-0.8%
COc1ccc(S(=O)(=O)N2CCN(Cc3ccc4c(c3)OCO4)CC2)c2ccccc12	4.2	3.8	10.8	2.2%	.	.	-2.4%	0.66	1151	i	8.3	-1.9%	-0.801	-0.264	-0.337	0.678	1.5%
CC(NC(=O)Nc1ccccc1C(F)(F)F)C1CCCO1 (stereo unspecified)	3.1	1.3	56.5	i	0.1	968	0.6%	0.12	1105	i	-2.0	0.9%	0.509	-0.203	0.833	-1.01	.
COc1ccccc1NC(=S)N(CCN(C)C)C(C)c1ccncc1 (stereo unspecified)	.	.	.	0.9%	1.7	1336	-8.1%	0.96	985	.	.	2.5%	0.431	-0.212	1.22	-0.912	.

Source: PubChem BioAssay (several laboratories)

Random draw from the library; 2.9% or so of the library scored in one or more.
